High-throughput results as filed in PubChem BioAssay.
RGS4-Gao reg: modulators of RGS4 binding to Galphao, primary screen, biochemical, multiplexed bead flow cytometry. actives lie on both sides. binding response (% of control), % at 10 µM. 220,000 tested, 0.33% active; in the data active = binding response below about 49% or above about 150%; inactive = in between;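 also: fluorescent Galphao activated with aluminum fluoride binding bead-coupled RGS4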
Target sequence (P09471 whole entry, looked up): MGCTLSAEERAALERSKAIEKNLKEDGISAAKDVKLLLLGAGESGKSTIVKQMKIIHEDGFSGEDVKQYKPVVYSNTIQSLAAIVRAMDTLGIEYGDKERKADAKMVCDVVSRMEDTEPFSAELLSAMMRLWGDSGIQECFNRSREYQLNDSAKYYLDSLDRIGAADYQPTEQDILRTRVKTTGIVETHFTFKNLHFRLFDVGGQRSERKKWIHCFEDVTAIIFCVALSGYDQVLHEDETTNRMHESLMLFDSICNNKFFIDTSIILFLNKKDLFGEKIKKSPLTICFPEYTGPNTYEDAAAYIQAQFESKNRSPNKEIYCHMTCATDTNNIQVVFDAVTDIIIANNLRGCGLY
RGS8-Gao: RGS8-Galphao binding modulators, primary screen, biochemical, multiplexed bead flow cytometry | Guanine nucleotide-binding protein G(o) subunit alpha (Homo sapiens), P09471 | actives lie on both sides | response (percent of control binding), % at 10 µM | 220,000 tested, 0.34% active | AID 1423, 2008; in the data active = response below about 60% or above about 140%; inactive = in between;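 also: Galphao activated as the GDP aluminium fluoride complex binding bead-coupled RGS8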
RGS7-Gao: RGS7-Galphao binding modulators, primary screen, biochemical, multiplexed bead flow cytometry | 220,000 tested, 0.35% active | actives lie on both sides | binding response (% of control), % at 10 µM | AID 1439, 2008; in the data active = binding response below about 49% or above about 150%; inconclusive = no clear call, values can overlap the other calls; inactive = in between;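 also: fluorescent Galphao held in activated GDP-AlF4 state binding bead-coupled RGS7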
An asterisk follows results filed as active; ? = inconclusive. These rows are one share of the data; rates above refer to the full screens.

SMILES	RGS4-Gao reg	RGS8-Gao	RGS7-Gao
Cc1cc(C)cc(NC(=O)Nc2ccc(-n3ccc(C(F)(F)F)n3)cc2)c1	93.7	96.4	?
C=C(C)C(=O)Nc1cccc(C2=NOC3(C2)C[C@@H](C(N)=O)N(C(=O)c2cc([N+](=O)[O-])cc([N+](=O)[O-])c2)C3)c1 (stereo partly specified)	101.2	97.9	?
Cc1nn2c(NCc3ccccn3)cc(C(C)(C)C)nc2c1-c1ccccc1	113.8	105.8	?
COC(=O)c1sccc1S(=O)(=O)Nc1ccc(N2CCCCC2)cc1	100.2	101.8	?
CCOc1ccc(/C=C2\CCc3ccccc3C2=O)cc1	113.2	106.3	?
NNC(=S)Nc1ccc(S(=O)(=O)N2CCOCC2)cc1	105.0	102.1	?
C/C(=C/CCC(C)C1CCC2(C)C3CCC4C(C)(C)C(=O)CCC4(C)C3=CCC12C)C(=O)O (stereo unspecified)	101.2	104.5	?
CCC1=C(OC(=O)N(CC)CC)N2C(=O)OC(=NCC3CC3)[C@]2(C)[C@H]2C1=CC[C@H]1C(=O)N(C)C(=O)[C@H]12	110.7	105.9	?
N#CCc1nc2ccc(S(=O)(=O)N3CCOCC3)cc2s1	102.8	101.4	?
C=CCNC(=O)c1onc(CSc2cc(C)cc(C)c2)c1C(=O)NCC=C	102.0	100.6	?
Nc1nc(Nc2ccc(Cl)cc2)nc(NCCO)c1[N+](=O)[O-]	100.1	99.3	?
COc1cccc(NC(=O)Nc2nnc(CC(=O)Nc3ccccc3)s2)c1	102.0	103.4	?
COc1cc(/C=N/n2c(-c3cc(C)[nH]n3)n[nH]c2=S)cc(OC)c1OC	101.2	102.5	?
Cc1ccccc1-n1c(=O)n(Cc2ccccc2)c(=O)c2[nH]cnc21	100.5	98.6	?
CCC1S/C(=N/N=C/c2ccco2)N(Cc2ccc(F)cc2)C1=O (stereo unspecified)	108.3	104.9	?
COc1ccccc1Nc1nc(N)nc(CN2CCN(Cc3ccc4c(c3)OCO4)CC2)n1	98.7	101.1	?
O=c1c2oc3nc4c(cc3c2ncn1CCCc1ccccc1)CCCC4	102.0	101.5	?
COc1cc(C(O)P(=O)(OCC(C)C)c2ccc(N(C)C)cc2)cc(OC)c1OC (stereo unspecified)	97.3	101.1	?
O=C(CN1CCOCC1)NN1CC(=O)N(c2ccc(Cl)cc2)CC1=O	98.3	101.0	?
CC(C)(C)OC(=O)NCCCCCC(=O)N/N=C/c1coc2ccccc2c1=O	100.1	100.7	?
CCOC(=O)c1cn2nc(N3CCCCC3)ccc2n1	98.5	100.0	?
NCCCC[C@H]1CNC(=S)N1CC1(c2ccccc2)CC1	104.9	101.2	?
O=C(CSc1ccccc1C(=O)O)NC12CC3CC(CC(C3)C1)C2	104.4	100.1	?
O=c1[nH]c(N2CCCCC2)nc2ncn(Cc3ccccc3)c12	111.9	106.9	?
CCCNC(=O)Cc1c(C)oc2ccccc12	93.7	98.5	?

Structures shown so far containing an aryl methoxy group:
SMILES	RGS4-Gao reg	RGS8-Gao	RGS7-Gao
COc1cccc(NC(=O)Nc2nnc(CC(=O)Nc3ccccc3)s2)c1	102.0	103.4	?
COc1cc(/C=N/n2c(-c3cc(C)[nH]n3)n[nH]c2=S)cc(OC)c1OC	101.2	102.5	?
COc1ccccc1Nc1nc(N)nc(CN2CCN(Cc3ccc4c(c3)OCO4)CC2)n1	98.7	101.1	?
COc1cc(C(O)P(=O)(OCC(C)C)c2ccc(N(C)C)cc2)cc(OC)c1OC (stereo unspecified)	97.3	101.1	?

(list continues)
SMILES	RGS4-Gao reg	RGS8-Gao	RGS7-Gao
S=C(NCc1cccnc1)Nc1ccc(Oc2ccc(Cl)cc2)cc1	101.7	99.1	?
CC(C)OP(=O)(OC(C)C)C(Nc1cccc(C(=O)O)c1)c1ccccc1 (stereo unspecified)	94.7	100.6	?
CC1CCN(C(=O)c2ccc(N3C(=O)C4CCC(C)CC4C3=O)cc2)CC1 (stereo unspecified)	32.0*	66.9	?
Cc1ccc(NNC(N)=S)cc1Cl	105.4	100.3	?
C=CCn1cc(/C=C2/NC(=O)NC2=O)c2ccccc21	106.7	102.0	?
CCN1CCc2nc3ccccc3c(C(=O)Nc3ccc(F)cc3)c2C1	99.2	100.6	?
Cn1ccnc1SCC(=O)c1ccc(O)cc1	100.5	99.4	?
COc1ccc(CNc2nc(NCc3ccc(OC)cc3)c3[nH]cnc3n2)cc1	104.8	101.7	?
COc1cc(NS(=O)(=O)c2ccc(NC(=S)NC(=O)c3ccco3)cc2)nc(OC)n1	99.7	100.7	?
Cc1ccc(S(=O)(=O)N(C)C)cc1NC(=O)CN1C(=O)NC(Cc2c[nH]c3ccccc23)C1=O (stereo unspecified)	107.6	106.1	?
N#Cc1c(-c2ccccc2)nc(SCC(=O)N2c3ccccc3Sc3ccccc32)[nH]c1=O	102.5	101.1	?
COc1ccccc1N1CCN(/N=C/C=C/c2ccccc2[N+](=O)[O-])CC1	99.9	102.1	?
COC(=O)c1ccc(N2C(=O)CC(SCC(=O)Nc3ccc(OC)cc3)C2=O)cc1 (stereo unspecified)	103.3	99.0	?
O=C(N/N=C/c1cc(Br)cs1)c1c[nH]c2ccccc12	101.9	102.8	?
C[C@@H](C(=O)N[C@@H](Cc1ccccc1)C(=O)O)n1nnc2ccccc2c1=O	102.8	103.7	?
COC(=O)[C@H](CCSC)NS(=O)(=O)c1ccccc1Br	98.9	99.6	?
CSc1cccc(NS(=O)(=O)c2ccc(C(C)=O)cc2)c1	101.9	100.3	?
COc1ccc(-n2c(=O)n(Cc3ccccc3)c(=O)c3[nH]cnc32)cc1	89.7	98.3	?
COC(=O)CCCC1=CC2=C(c3ccccc3)C(=O)C(C)(OC(=O)C3CCCC3)C(=O)C2=CN1C1CCCCC1 (stereo unspecified)	105.2	101.4	?
Cc1c(OCc2ccc(C(=O)O)cc2)ccc2c(-c3ccccc3)cc(=O)oc12	102.2	101.5	?
CCC(C)(C)n1nnnc1C(c1ccc2ncccc2c1)N1CCN(c2ccc(O)cc2)CC1 (stereo unspecified)	103.6	98.3	?
Cc1c(N2C(=O)CSC2c2ccco2)c(=O)n(-c2ccccc2)n1C (stereo unspecified)	98.0	99.6	?
Cn1c2ccc(F)cc2c2ncn(CC3CCCO3)c(=O)c21 (stereo unspecified)	110.8	103.1	?
O=C(O)CSCC(=O)NCc1c(Cl)cccc1Oc1ccccc1	103.3	99.5	?
CNC(=S)n1cnc(N)n1	97.4	96.7	?

Further compounds:
SMILES	RGS4-Gao reg	RGS8-Gao	RGS7-Gao
O=Cc1sc([O-])nc1-[n+]1ccc2ccccc2c1	103.8	101.1	?
Cc1ccnc(NS(=O)(=O)c2cc(C(F)(F)F)ccc2Cl)c1	93.9	93.8	?
CC(C)(C)C(=O)O/N=C(\N)c1ccc(Oc2cc(Cl)cc(Cl)c2)c([N+](=O)[O-])c1	105.7	100.2	?
N#C/C(=C\C=C\c1ccccc1)c1nc(-c2ccc(Cl)cc2)cs1	93.4	99.1	?
CCOC(=O)NC1c2ccccc2Oc2ccccc21	119.4	110.1	?
COC(=O)c1c(-c2c(Cl)cccc2Cl)noc1NC(=O)N(C)C	100.6	99.5	?
CC(C)(C)NC(=O)N1CCN(c2nc(-c3ccccc3)ns2)CC1	91.5	93.1	?
CCC(CC)C(=O)N1N=C(c2ccc(NS(C)(=O)=O)cc2)CC1c1ccccc1 (stereo unspecified)	109.3	106.0	?
Cc1ccc(-n2ncc(C#N)c2N)cc1	101.5	99.5	?
CN(CCO)C(=O)C(c1ccccc1)c1ccccc1	103.6	101.5	?
C/C(=N\NC(=O)CN1CCN(Cc2ccccc2)CC1)c1cccs1	99.7	98.7	?
COc1ccc(NS(=O)(=O)c2cccc(NC(=O)c3ccccn3)c2)cc1	95.9	98.6	?
CCOc1cc(/C=C(/NC(C)=O)C(=O)O)cc(Cl)c1OCc1cccc(Br)c1	104.0	100.9	?
CN(C)c1cc(-c2ccc(Cl)cc2Cl)oc(=O)c1Cl	103.4	99.2	?
CN(c1ccccc1)c1nc(N)c([N+](=O)[O-])c(N2CCOCC2)n1	113.8	103.3	?
CCSC1=C(C#N)C(c2ccc(C)o2)CC(=O)N1 (stereo unspecified)	92.9	101.2	?
CCOc1cc(C(=O)NCCc2ccc(S(N)(=O)=O)cc2)cc(OCC)c1OCC	94.6	103.3	?
O=C(O)/C=C\c1cc2c(cc1[N+](=O)[O-])OCO2	118.9	115.1	?
C=C1SC(=Nc2c(C)cccc2Cl)N(C(=O)c2sc3ccccc3c2Cl)C12CCCCC2	115.7	109.0	?
CCC(C)(C)c1ccc(OCCCC[n+]2cccc(C)c2C)c(C(C)(C)CC)c1	84.2	92.4	?
CC12C(=O)N(c3ccccc3)C(=O)C1C(c1ccccc1)N1CCCN12 (stereo unspecified)	104.5	102.2	?
Cc1ccc(F)c([C@H]2[C@H]3C=CC[C@@H](C)[C@@H]3C(=O)N2Cc2ccccc2)c1	98.4	98.4	?
Nc1nnc(CC(=O)N/N=C/c2ccc(-c3cccc(C(=O)O)c3)o2)s1	98.2	99.2	?
CC(=O)c1ccc(-c2ccc(/C=C(/Sc3n[nH]c(C)n3)C(=O)O)o2)cc1	94.6	98.1	?
O=C(Nc1ccc(NC(=O)c2ccccc2O)cc1)Nc1ccc(F)cc1F	95.0	98.7	?

The list goes on, overlapping the part above by seven compounds.
SMILES	RGS4-Gao reg	RGS8-Gao	RGS7-Gao
C=C1SC(=Nc2c(C)cccc2Cl)N(C(=O)c2sc3ccccc3c2Cl)C12CCCCC2	115.7	109.0	?
CCC(C)(C)c1ccc(OCCCC[n+]2cccc(C)c2C)c(C(C)(C)CC)c1	84.2	92.4	?
CC12C(=O)N(c3ccccc3)C(=O)C1C(c1ccccc1)N1CCCN12 (stereo unspecified)	104.5	102.2	?
Cc1ccc(F)c([C@H]2[C@H]3C=CC[C@@H](C)[C@@H]3C(=O)N2Cc2ccccc2)c1	98.4	98.4	?
Nc1nnc(CC(=O)N/N=C/c2ccc(-c3cccc(C(=O)O)c3)o2)s1	98.2	99.2	?
CC(=O)c1ccc(-c2ccc(/C=C(/Sc3n[nH]c(C)n3)C(=O)O)o2)cc1	94.6	98.1	?
O=C(Nc1ccc(NC(=O)c2ccccc2O)cc1)Nc1ccc(F)cc1F	95.0	98.7	?
Cc1ccc(NC(=O)C(C)N=C2NS(=O)(=O)c3ccccc32)cc1F (stereo unspecified)	97.0	101.6	?
CN(C)C=Nc1nonc1-c1ccc(Cl)cc1	103.4	104.5	?
NC(=O)c1ccccc1OC1CCC1	100.0	95.8	?
Cc1cc(N/N=C/c2cccc(F)c2)nc(NCc2ccccc2)n1	102.4	102.8	?
N#Cc1c(Nc2ccc(Cl)cc2)s[nH]c1=O	99.5	98.4	?
O=C(Nc1ccc2nc(C3CC3)n(Cc3ccccc3)c(=O)c2c1)C1CC1	103.6	98.1	?
COc1ccc2nc(NC(=O)CC3Oc4ccccc4NC3=O)sc2c1 (stereo unspecified)	87.2	94.9	?
CN1C(C(=O)NCCc2cccs2)CC2Cn3c(nc4cc5ccccc5cc43)C21 (stereo unspecified)	97.6	98.5	?
COC(=O)[C@@H]1C[C@@]2(O)[C@@H](O)[C@@H](O)[C@@H](O)C[C@H]2N1Cc1ccc(C)s1	96.2	99.5	?
ClCC1=Nc2cccc3cccc(c23)N1	98.9	100.3	?
Cc1cccc(Cl)c1NC(=O)N1CCN(c2ccnc3cc(Cl)ccc23)CC1	96.5	97.4	?
S=C(Nc1ccccc1Cl)N1CCCC(c2ccccc2)=N1	100.8	99.9	?
CN(C)C(=O)CSc1nnc(-c2cccs2)n1-c1ccccc1	97.1	96.5	?
COc1ccc2c(c1)nc(NCCCO)n2Cc1ccccc1	95.8	100.7	?
O=C(O)c1ccc(N/C(=N\S(=O)(=O)c2ccc(Cl)cc2)c2ccccc2)cc1	101.9	99.7	?
CSc1ccccc1NC(=O)CNCCCN1CCOCC1	103.2	99.2	?
CCCC12CN3CC(C)(CN(C1)C3c1ccc([N+](=O)[O-])o1)C2=O (stereo unspecified)	93.9	100.7	?
Cn1cc(Br)c(-c2cccc(N3C(=O)CCCC3=O)c2)n1	104.5	105.0	?
O=C(NCc1nc(-c2ccc(C(F)(F)F)cc2)no1)Nc1ccc(OC(F)(F)F)cc1	96.8	99.2	?
CCOC(=O)CC1C(=O)NCCN1c1nc2c(C)cccn2c(=O)c1/C=C1\SC(=S)N(C(C)CC)C1=O (stereo unspecified)	109.1	104.0	?
O=S(=O)(O)c1nc2ccccc2[nH]1	105.3	104.0	?
Cc1[nH]n(C)c(=O)c1N=Nc1ccc(S(C)(=O)=O)cc1	101.6	101.5	?
COc1ccc(/C=N/NC(=O)CSc2ccccn2)cc1OC	97.6	100.3	?
Cc1ccc(-c2c[n+](Cc3ccc(Cl)cc3)c3n2CCC3)cc1	103.5	102.0	?
COc1ccc(NC(=O)C2CCCN(S(=O)(=O)c3cccnc3)C2)cc1OC (stereo unspecified)	98.1	99.3	?
C/C(CC(=O)Nc1ccc2c(c1)OCO2)=N\NC(=O)c1ccc(N)cc1	101.4	102.4	?
COc1ccc(CN(C)C(=O)c2cnc(OC)cc2C(F)(F)F)c(OC)c1	92.2	92.7	?
COc1ccc(CCNCC(=O)Nc2ccc(C)c(S(=O)(=O)N(C)C)c2)cc1OC	99.6	101.5	?
Cc1ccc(Cl)cc1NC(C#N)c1ccccc1 (stereo unspecified)	97.6	97.8	?
CCOC(=O)c1ccc(NC(=O)C(=O)NCC2(c3ccc(OC)cc3)CCOCC2)cc1	96.8	98.9	?
